IMPase inh: qHTS Assay for Identifying the Cell-Membrane Permeable IMPase Inhibitors | CHO-M1 cells, IP1 accumulation, HTRF TR-FRET ratio | inhibition (IP1 accumulation), % at 46.1 µM | Inositol monophosphatase 1 (Rattus norvegicus), P97697 | 120,000 tested, under 10 active; active = well fitted curve in the direction sought with a large enough effect in the signal ratio, not every such curve was filed as active; inconclusive = small, poorly fitted or top-dose-only effect, or a change in a side signal; inactive = no such curve, though single readings can be large or run the other way; the % refers to the signal ratio;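 note: cells stimulated with carbachol in lithium chloride buffer; plate controls were DMSO basal wells for no effect and reference inhibitor wells for full effect; higher means more IMPase inhibition seen as more IP1 and lower FRET ratio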
Target sequence (P97697 whole entry, looked up): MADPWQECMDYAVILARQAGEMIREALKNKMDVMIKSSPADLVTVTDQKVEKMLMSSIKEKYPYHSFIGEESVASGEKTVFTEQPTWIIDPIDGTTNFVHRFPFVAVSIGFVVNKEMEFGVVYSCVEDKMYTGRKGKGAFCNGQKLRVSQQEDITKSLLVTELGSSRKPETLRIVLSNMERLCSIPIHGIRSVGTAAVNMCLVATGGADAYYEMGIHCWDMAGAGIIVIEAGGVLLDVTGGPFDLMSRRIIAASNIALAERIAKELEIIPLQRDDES
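CHO-M1 cells (CHO stably expressing M1 receptor), compound up to 46 uM final, stimulated with carbachol (50 uM as added) in buffer with 50mM LiCl, pH 7.4, 30 min at 37C. Cytosolic IP1 read by TR-FRET; AC50 from Hill fits.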
15-hLO-2 inh: qHTS Assay for Inhibitors of 15-hLO-2 (15-human lipoxygenase 2); Polyunsaturated fatty acid lipoxygenase ALOX15B (Homo sapiens), O15296; purified 15hLO-2, xylenol orange hydroperoxide absorbance; Potency, µM (highest dose often 57.1 µM), for the others: at the top dose activity change, negative = inhibition, hits mostly inhibitors; 0.56% of 110,000 active; AID 881, 2007; note: potency is the fitted concentration of half-maximal effect; nearly all actives have a fitted effect of over 60% in size; many of its hits are not listed in these tables
Target sequence (O15296 whole entry, looked up): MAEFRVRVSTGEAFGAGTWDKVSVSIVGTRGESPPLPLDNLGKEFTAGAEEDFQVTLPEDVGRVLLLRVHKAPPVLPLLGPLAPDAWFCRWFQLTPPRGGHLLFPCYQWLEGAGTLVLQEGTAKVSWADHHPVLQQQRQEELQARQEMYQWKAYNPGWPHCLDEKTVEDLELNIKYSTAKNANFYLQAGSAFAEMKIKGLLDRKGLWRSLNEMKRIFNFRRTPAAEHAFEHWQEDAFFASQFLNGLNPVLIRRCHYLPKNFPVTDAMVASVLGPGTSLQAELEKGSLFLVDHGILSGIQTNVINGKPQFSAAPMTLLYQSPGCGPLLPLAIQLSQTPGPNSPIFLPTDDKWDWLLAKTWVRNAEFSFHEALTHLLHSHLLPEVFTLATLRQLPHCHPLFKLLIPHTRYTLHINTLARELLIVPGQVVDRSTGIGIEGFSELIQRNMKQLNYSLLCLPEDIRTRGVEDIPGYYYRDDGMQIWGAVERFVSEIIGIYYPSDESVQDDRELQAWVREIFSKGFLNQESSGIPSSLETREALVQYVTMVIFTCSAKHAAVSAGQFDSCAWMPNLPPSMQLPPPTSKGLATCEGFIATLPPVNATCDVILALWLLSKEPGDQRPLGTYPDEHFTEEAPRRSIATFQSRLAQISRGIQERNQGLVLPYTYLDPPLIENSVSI
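Read-out: hydroperoxide product oxidises ferrous iron, measured as xylenol orange complex via the 573-to-405 nm absorbance ratio after 30 min. Reaction: 50 nM enzyme, 15 min compound preincubation, 45 uM arachidonic acid, 90 min RT, Hepes pH 7.5 with Triton X-100.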
12-hLO inh: qHTS Assay for Inhibitors of 12-hLO (12-human lipoxygenase). Polyunsaturated fatty acid lipoxygenase ALOX12 (Homo sapiens), P18054. Potency, µM (doses to about 57.1 µM), for the others: top-dose activity change, negative = inhibition, actives largely listed as inhibitors. purified 12-hLO, xylenol orange hydroperoxide absorbance. 0.12% of 150,000 active. AID 1452, 2008; note: potency is the fitted concentration of half-maximal effect; nearly all actives have a fitted effect of over 55% in size; many of its hits are not listed in these tables
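Lipoxygenase turnover measured by absorbance at 573 and 405 nm after Fe-XO development. Human 12hLO 150 nM, arachidonate 40 uM, pH 7.0 Hepes buffer with detergent; 15 min compound preincubation, 30 min reaction.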
PNC assembly inh: High Content Assay for Compounds that inhibit the Assembly of the Perinucleolar Compartment. PC3M PTB-GFP, PNC prevalence imaging, 16 h; stronger effect = lower value. activity change (PNC), negative = inhibition, % at 10 µM. 3.1% of 140,000 active. AID 2417, 2010;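 active = readout at or below -70, meaning at least 70% loss of cells showing the perinucleolar compartment, a nuclear body marking cancer cells; inconclusive = readout between -30 and a set limit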;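 note: plate controls were DMSO wells for no effect and camptothecin positive control wells for full effect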
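Compounds are pinned in duplicate onto adhered PC3M cells stably expressing GFP-tagged PTB and incubated 16 h at 37 C. Cells are then fixed, nuclei stained with Hoechst, and PNC-positive cells counted.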
Active calls of the source: *; ? = inconclusive; . = no result given; [ ] = another dose, or the depositor's remark. Unless noted, calls come from the whole dose curve; as a rule, active = well fitted curve in the direction sought with a large enough effect; inconclusive = small, poorly fitted or top-dose-only effect, or another doubt; inactive = no such curve, though single readings can be large; an effect the other way counts as inactive or inconclusive. Unless noted, % is set by controls: 0 for no effect and ±100 for the full control effect.

Each structure is followed by: PNC assembly inh	12-hLO inh	IMPase inh	15-hLO-2 inh
CC(NC(=O)Nc1ccc(O)cc1)(C(F)(F)F)C(F)(F)F
→ -100*	-7%	9	.
Cc1cccc(NC(=S)NNC(=O)c2sccc2C)c1
→ ?	-4%	-5	11%
CC(=O)Nc1ccc(OC(F)(F)C(F)C(F)(F)F)c(NC(C)=O)c1 (stereo not drawn)
→ 9	-2%	-9	1%
CN(C)CCN1C(=O)C(=O)/C(=C(/O)c2ccc(S(=O)(=O)N3CCOCC3)cc2)C1c1ccccc1 (stereo not drawn)
→ 23	-2%	5	-1%
CCOc1ccc(Cn2c3ccc(OC)cc3c3nc4ccccc4nc32)cc1OC
→ -23	0%	11	.
COc1cccc(-n2c(Cn3nc(C(F)F)cc3C(F)F)n[nH]c2=S)c1
→ 13	-2%	.	.
CCCCn1c(N)c(N(CCC(C)C)C(=O)CSc2nnc3ccccn23)c(=O)[nH]c1=O
→ ?	0%	3	3%
COc1cc(C2Nc3cc(Cl)c(S(N)(=O)=O)cc3S(=O)(=O)N2)ccc1OCc1ccccc1 (stereo not drawn)
→ ?	3%	1	-4%
C=CCn1cc([N+](=O)[O-])nc1C
→ ?	-2%	.	.
CN1C(=O)SC(Nc2ccc(F)cc2)C1=O (stereo not drawn)
→ 34	1%	-13	-1%
O=C(c1ccco1)n1nc(-c2ccccc2)nc1NCc1ccco1
→ 30	0%	6	-1%
O=C(NC1CC1)C1CCC(=O)N1C1CCCC1 (stereo not drawn)
→ -24	4%	-5	4%[2.29 µM]
CCN(CCNC(=O)C1CCN(S(=O)(=O)CC)CC1)c1ccccc1
→ ?	5%	-1	0%
CC12C(=O)N(c3cccc4cccnc34)C(=O)C1C1C=CC2C1 (stereo not drawn)
→ -19	-5%	4	3%
COc1ccc(CCNC(=O)CSc2nc(N)c(C#N)c(-c3cccs3)c2C#N)cc1OC
→ -13	-4%	1	-3%
CCc1nc2ccc(C(=O)O)cc2nc1CC
→ 36	-3%	.	.
CN1CCCN(C(c2ccccc2)c2ccc(Cl)cc2)CC1 (stereo not drawn)
→ ?	1%	.	.
CCC(C)Nc1nc2c(c(=O)[nH]c(=O)n2C)n1CCC(C)C (stereo not drawn)
→ 96	-4%	9	.
Cc1ccc(-c2n[nH]c(=S)n2/N=C\c2ccco2)cc1
→ ?	0%	4	.
Cc1ccccc1OCCCC(=O)Nc1nccs1
→ 5	5%	0	22%
CCCCCCNC(=O)C(C#N)c1nc2ccccc2nc1N1CCOCC1 (stereo not drawn)
→ ?	6%	-5	-2%
Cc1ccc(C(=O)Nc2cccc(N(C)S(C)(=O)=O)c2)cc1S(=O)(=O)Nc1ccccc1
→ -9	-2%	-3	-14%
Nn1c(SCC(=O)NC(=O)NCc2ccccc2)nnc1C1CC1
→ -3	-5%	3	10%
Cc1cccc(NC(=O)C2CCCN(S(=O)(=O)c3c(C)nn(C)c3C)C2)n1 (stereo not drawn)
→ -14	4%	-11	1%
O=C(O)CCC(=O)N1CCc2cc(S(=O)(=O)Nc3ccc4c(c3)OCCO4)ccc21
→ 19	1%	3	2%
CC(C)CCn1c(Oc2ccccc2Cl)nc2c1c(=O)n(C)c(=O)n2C
→ 60	5%	12	2%
CC1(C)NC(=O)N(CC(O)Cn2nnc3ccccc32)C1=O (stereo not drawn)
→ -30	2%	-10	-3%
Cc1cccn2cc(-c3ccc(S(=O)(=O)N4CCOCC4)cc3)nc12
→ -26	2%	-13	-2%
O=C(NCc1ccco1)c1sc2cccc(F)c2c1Cl
→ -29	-5%	8	-4%
CCOc1ccc(S(=O)(=O)Nc2cccc(N(C)S(C)(=O)=O)c2)cc1
→ ?	-2%	-5	5%

Other records follow:
Each structure is followed by: PNC assembly inh	12-hLO inh	IMPase inh	15-hLO-2 inh
COCCOC(=O)C1=C(C)N=C2SCCC(=O)N2C1c1ccc(C(=O)OC)cc1 (stereo not drawn)
→ 48	0%	4	8%
O=C(Nc1ccc2c(c1)nc1n2CCN(Cc2ccccc2)C1)NC1CCCCC1
→ 4	-1%	-4	18%
O=C(CSc1nnc(C2CCCCC2)o1)N1CCCCC1
→ -10	0%	16[9.22 µM]	2%
COc1ccc(CN(C)CC(=O)Nc2cc3oc4ccccc4c3cc2OC)c(OC)c1
→ -5	-3%	.	.
COc1cc(CNc2nc3ccccc3[nH]2)cc(OC)c1OC
→ 42	-4%	2	.
NC(=O)c1c(NC(=O)c2ccc(S(=O)(=O)N3CCOCC3)cc2)sc2c1CCCCC2
→ ?	2%	-2	.
O=C1C(=O)N(CCCn2ccnc2)C(c2ccccn2)/C1=C(/O)c1ccccc1 (stereo not drawn)
→ 48	-1%	10	-6%
CCOC(=O)c1c(NC(=O)c2ccnn2C)sc(C)c1C
→ 41	-3%	-7	.
CN1C2C=C3C(C#N)=C(N)C(C#N)(C#N)[C@@H](c4cccs4)C3C1CC2 (stereo partly drawn)
→ 55	-27%	14	-1%
CCOc1ccc(-c2nnc(-c3ccccc3)o2)cc1
→ 17	-2%	22	.
CN(C)c1ncc2nc(-c3ccc(F)cc3)c(=O)n(C3CC3)c2n1
→ .	-2%	.	-2%
CCCC(=O)N1CCN(c2ccc(NC(=O)c3cc4ccccc4o3)cc2Cl)CC1
→ ?	-10%	20	6%[2.29 µM]
Cc1ccc(S(=O)(=O)NCC(=O)N(CC(=O)NCc2ccco2)Cc2ccc3c(c2)OCO3)cc1
→ 48	-9%	6	-2%
CCOC(=O)c1c(NC(=O)C(F)(OC)C(F)(F)F)sc(C(=O)N2CCCCC2)c1C (stereo not drawn)
→ ?	-8%	6	-1%
O=C1NC(=O)/C(=C\c2ccccc2OCc2ccc([N+](=O)[O-])cc2)N1
→ ?	-4%	.	.
COc1ncc2nc(-c3ccccc3)c(=O)n(C[C@H]3CCCO3)c2n1
→ .	-2%	.	8%
Cc1ccsc1/C=N/NC(=O)c1cccc(S(=O)(=O)Nc2ccccc2Cl)c1
→ 5	-2%	-1	.
Cc1ccc(-c2csc(NC(=O)CSc3nc(C)cc(=O)[nH]3)n2)cc1
→ -89*	-17%	-4	-17%
C/C(=C/C(=O)N1CCN(C)CC1)C(=O)O
→ ?	0%	9	.
CCCCCC(C)N (stereo not drawn)
→ .	-3%	.	4%
COc1ccc(C2C(=O)N(C3CCCCC3)CC(=O)N2Cc2ccc3c(c2)OCO3)cc1 (stereo not drawn)
→ -9	-15%	-2	5%
CC(C)CCn1cnc2c(cnn2-c2ccc(Cl)cc2)c1=O
→ ?	-5%	-8	-8%
CN1CCCC(CC2Oc3ccccc3Sc3ccccc32)C1 (stereo not drawn)
→ -6	1%	.	.
COc1ccc(-n2c(N)c(Br)c(=O)[nH]c2=O)cc1
→ 21	-4%	10	0%
Cn1c(CCNC(=O)c2ccc(Cl)cc2)n[nH]c1=S
→ 43	0%	-1	-4%
O=C(CN(c1ccc(Cl)c(C(F)(F)F)c1)S(=O)(=O)c1ccccc1)N/N=C/c1cccc2c1OCCO2
→ ?	-20%	-3	-5%
O=C(CCC1N=C2c3ccccc3N=C(SCc3ccc(F)cc3)N2C1=O)NCc1ccco1 (stereo not drawn)
→ -23	-14%	-1	?
Cc1ccc2nc(NC3=NCN(Cc4ccccc4)CN3)nc(C)c2c1
→ 10	1%	5	10%
O=C(CCNS(=O)(=O)c1c(Cl)cccc1Cl)OCC(=O)c1ccccc1
→ 1	-2%	.	.
COc1ccc2c(c1)C1CC(C)(NC(=O)C1C(=O)c1ccccc1)O2 (stereo not drawn)
→ ?	-10%	-7	-1%

Carrying on:
Each structure is followed by: PNC assembly inh	12-hLO inh	IMPase inh	15-hLO-2 inh
O=[N+]([O-])c1ccccc1CCO
→ .	2%	.	-8%
COC(=O)c1ccc(S(=O)(=O)c2ccccc2)c(N)c1
→ 18	-4%	-9	-13%
COc1ccc(S(=O)(=O)CCC(=O)N2c3ccccc3CC2C)cc1 (stereo not drawn)
→ 26	-6%	1	-3%
COc1ccc(OC)c(S(=O)(=O)N2CCC(C(=O)N3CCN(Cc4ccccc4)CC3)CC2)c1
→ -80*	-4%	-4	-1%
COc1ccccc1C1CN(c2ccccc2)N=C1c1cccs1 (stereo not drawn)
→ 20	-18%	-22	?
CCOc1ccc(-c2n[nH]c(=S)n2/N=C/c2cc3c(cc2[N+](=O)[O-])OCO3)cc1
→ 25	-5%	.	.
Cc1cc(N2CCN(S(=O)(=O)c3ccc4c(c3)OCCO4)CC2)n2ncnc2n1
→ -3	-12%	?	4%
Cc1cccc(-n2c(SCC(N)=O)nnc2-c2ccccn2)c1C
→ 35	2%	?	6%
COC(=O)c1cc(NC(=O)Nc2ccccc2)ccc1Cl
→ -2	-3%	.	.
Cc1cnc(NC(=O)CSc2nnc(-c3ccncc3)n2C2CCCCC2)s1
→ ?	-3%	2	2%
O=C(CON=C1c2ccccc2-c2ccccc21)NC12CC3CC(CC(C3)C1)C2
→ 12	-1%	.	.
COc1ccc(CNc2nc(SC)n[nH]2)cc1OC
→ 13	-12%	11	1%
CCOC(=O)c1c2n(c3ccc(O)cc13)CCCCC2
→ ?	-7%	15	-8%
COc1ccccc1CN1CC2(CCN(C(=O)c3cccc(F)c3)CC2)C1
→ .	9%	.	-2%
CC(=O)N1C(=O)C2(C(C#N)=C(N)Oc3c2c(C)nn3-c2ccccc2)c2ccccc21 (stereo not drawn)
→ 2	-11%	20	-27%
CCc1nnc(NC(=O)c2cccc(S(=O)(=O)N3CCN(c4ccccc4)CC3)c2)s1
→ -24	1%	13	-18%
O=C(Nc1ccccc1N1CCCC1)c1ccco1
→ 45	-7%	-7	6%
O=C(Nc1nccs1)c1ccc(S(=O)(=O)NCC2CCCCC2)cc1
→ -15	-7%	5	7%
COc1ccccc1-c1c(C)nn2c(C)c(C(C)=O)cnc12
→ 19	-1%	4	1%[2.29 µM]
Cc1ccc(-c2cn(S(=O)(=O)c3ccc(C)cc3)nc2N)cc1
→ 37	-9%	21	4%
CCCCc1ccc(NC(=O)CC(C)=O)cc1
→ -127*	-3%	-6	0%
O=C1c2ccccc2C(=O)N1c1cccc2cccnc12
→ ?	2%	.	.
CC(C)(C)Nc1nc(NN)nc(NC(C)(C)C)n1
→ ?	-13%	1	68%[activator]

Given field by field: entries from further up.
> O=[N+]([O-])c1ccccc1CCO
  PNC assembly inh: .
  12-hLO inh: 2%
  IMPase inh: .
  15-hLO-2 inh: -8%
> COC(=O)c1ccc(S(=O)(=O)c2ccccc2)c(N)c1
  PNC assembly inh: 18
  12-hLO inh: -4%
  IMPase inh: -9
  15-hLO-2 inh: -13%
> COc1ccc(S(=O)(=O)CCC(=O)N2c3ccccc3CC2C)cc1 (stereo not drawn)
  PNC assembly inh: 26
  12-hLO inh: -6%
  IMPase inh: 1
  15-hLO-2 inh: -3%
> COc1ccc(OC)c(S(=O)(=O)N2CCC(C(=O)N3CCN(Cc4ccccc4)CC3)CC2)c1
  PNC assembly inh: -80*
  12-hLO inh: -4%
  IMPase inh: -4
  15-hLO-2 inh: -1%

Full records, quoted from the list. Order of values: PNC assembly inh | 12-hLO inh | IMPase inh | 15-hLO-2 inh
CCOC(=O)c1c2n(c3ccc(O)cc13)CCCCC2 across the screens: ? | -7% | 15 | -8%
CCc1nnc(NC(=O)c2cccc(S(=O)(=O)N3CCN(c4ccccc4)CC3)c2)s1 across the screens: -24 | 1% | 13 | -18%

Some of the compounds tested. The share of hits here may be higher or lower than overall.
